# Compound activity (PubChem)
# HepG2 tox: kills HepG2 cells in TGF-b inhibitor counter-screen; AID 588856; actives 0.76% (n = 410,000); HepG2 CAGA-GFP viability, ATP luminescence, 18 h; Potency, µM (top dose mostly 46.1 µM), without a hit: at the top dose activity change, negative = cytotoxicity, actives largely listed as cytotoxic; further: potency means the concentration at half of the fitted maximal effect; some results filed as inactive show a strong effect at the top dose
#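 HepG2 CAGA-GFP cells (1000/well, DMEM with 1% FBS) received compound, then TGF-beta at 500 pg/mL final, and were incubated 18 hours at 37 degrees C. Viability was read by CellTiter-Glo luminescence. Media-only wells were set as complete cell-killing and DMSO as no toxicity.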
# TGFb SMAD3 inh: inhibitors of TGF-b signaling; AID 588855; HepG2 CAGA-GFP TGF-b/SMAD3 reporter, GFP fluorescence, 18 h; TGF-beta stimulated, 500 pg/mL final; Potency, µM (titrated, usually from 46.1 µM), inactives show at the highest dose activity, negative = inhibition, usual class: inhibitors; actives 1.2% (n = 410,000); further: potency means the concentration at half of the fitted maximal effect; on the % scale 0 is the no-effect control and ±100 the full control effect; nearly all actives have a fitted effect of over 65% in size
#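 HEPG2 CAGA-GFP, 1000 cells/well; 2 h settle, 37 C; cpd via pin tool; TGF-b 500 pg/mL final; 18 h, 37 C; GFP imaging ex488/em500-530; %Activity normalised to -TGF-b and +DMSO controls; CRC fit, curve class.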
# ATXN viability: viability counter-screen for ATXN expression inhibitors | S2 cells (HEK-293 line with an ATXN2-luciferase reporter) viability, CellTiter-Fluor protease fluorescence, 24 h | Potency, µM (series often up to 56.7 µM), usual class: cytotoxic | actives 0.49% (n = 400,000) | AID 651635; further: potency means the concentration at half of the fitted maximal effect; nearly all actives have a fitted effect of over 40% in size
# Akt phos inh: blocks phosphorylation of Akt. Neuro2A IGF-stimulated pAkt S473 HTRF, 20 min; stronger effect = lower value. actives 0.32% (n = 360,000). activity change, % for hits at 50 µM. AID 651550; in the data active means activity change below about -80%; inconclusive means mostly about -51% to -80%; further: on the % scale 0 is the no-effect control and ±100 the full control effect
#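 Neuro2A cells in DMEM with 0.5% FBS, overnight at 37 deg C, given compound at single 50 µM final, then IGF (6 nM final) for 20 min at 37 deg C. Lysed; phospho-Akt Ser473 by HTRF after 24 h, 665/615 ratio.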
# Nrf2 block: blocks Nrf2 signaling | A549 ARE-Fluc reporter, luciferase luminescence, 18-24 h | Potency, µM (highest dose often 46 µM), without a hit: at the top dose activity change, negative = inhibition, hits mostly inhibitors | actives 2.1% (n = 360,000); further: potency means the concentration at half of the fitted maximal effect; on the % scale 0 is the no-effect control and ±100 the full control effect; nearly all actives have a fitted effect of over 60% in size
#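 Two sequential reads on A549 ARE_Fluc cells exposed to compound for 18-24 h: a CellTiter-Fluor fluorescence read for viability, then a luciferase luminescence read for Nrf2/ARE activity.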
# MmCpn inh: M. maripaludis TRiC chaperonin inhibition; purified Mm-Cpn ATPase, ADP Transcreener TR-FRET; Potency, µM (titrated, usually from 76.9 µM), inactives show top-dose activity, negative = inhibition, usual class: inhibitors; actives 0.031% (n = 330,000); AID 504842; further: potency means the concentration at half of the fitted maximal effect; on the % scale 0 is the no-effect control and ±100 the full control effect; nearly all actives have a fitted effect of over 80% in size
#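 25 nM Mm-CPN + cpd, 10 min 37°C; + 10 uM ATP, 30 min 37°C; buffer 30 mM Tris pH 7.4, 100 mM KCl, 5 mM MgCl2, 1 mM DTT; Transcreener ADP HTRF detection 30 min RT.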
# Nrf2 activator: activators of Nrf2 (ARE) signaling; AREc32 ARE-luciferase reporter (MCF7-derived line), luminescence, 24 h; Potency, µM (highest dose often 46.1 µM), without a hit: at the top dose activation, hits mostly activators; actives 0.31% (n = 410,000); AID 624171; further: potency means the concentration at half of the fitted maximal effect; % of control where 0% means no effect; nearly all actives have a fitted effect of over 65% in size
#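 Steps: seed AREc32_Fluc cells (1000/well, 5% FBS OPTI-MEM); incubate overnight at 37 deg C; add 23 nL compound; incubate 24 hr; add Steady-Glo; hold 30 min RT; read luminescence.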
# A549 tox: counter-screen for Nrf2 inhibitors: cytotoxicity in A549 cells. A549 ARE-Fluc cells, CellTiter-Fluor viability, 18-24 h. Potency, µM (titrated, usually from 46 µM), inactives show at the highest dose activity change, negative = cytotoxicity, actives largely listed as inhibitors. actives 0.16% (n = 390,000); further: potency means the concentration at half of the fitted maximal effect; on the % scale 0 is the no-effect control and ±100 the full control effect
#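 A549 ARE_Fluc cells in 5% FBS OPTI-MEM were exposed to compounds in concentration-response for 18-24 h at 37 deg C. Viability was read by CellTiter-Fluor fluorescence (Ex 405/Em 525) after 30 min, before the luciferase read.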
# CCT modulator: changes cytosolic chaperonin activity; actives 0.3% (n = 360,000); activity change, % (concentration not given with the values), hits read low; purified chaperonin ATPase assay, HTRF ADP detection, 30 min; AID 651819; in the data active means activity change below about -30%; further: on the % scale 0 is the no-effect control and ±100 the full control effect
#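 First, chaperonin was dispensed at 40 nM or 20 nM final depending on batch activity. Next, compounds were pinned at 76 uM and ATP added at 10 uM. After 30 min at 37 °C, ADP detection reagents ran 30 min at ambient temperature.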
# * marks the source's active call; other numbers are inactive results; i = inactive; u = inconclusive; x = no result given. Unless noted, the call rests on the fitted dose curve; in most records, active means well fitted curve in the direction sought with a large enough effect; inconclusive means small, poorly fitted or top-dose-only effect, or another doubt; inactive means no such curve, though single readings can be large; an effect the other way counts as inactive or inconclusive.
SMILES,HepG2 tox,TGFb SMAD3 inh,ATXN viability,Akt phos inh,Nrf2 block,MmCpn inh,Nrf2 activator,A549 tox,CCT modulator
CCOC(=O)c1c([N+](=O)[O-])c(C)[nH]c(=O)c1C#N,-17%,6%,i,i,5%,-3%,-0.4%,-2%,-1.9
CCOC(=O)C(C#N)C(=N)C1C(=O)OC2CCCCC21 (stereo unspecified),-9%,-6%,i,i,x,x,0.0%,x,-2.2
Cc1ccc(S(=O)(=O)Nc2cc(=O)[nH]c(SCc3ccc(Cl)cc3)n2)cc1,-70%,u,i,i,-33%,-1%,0.1%,-9%,-2.7
COc1cccc(C(O)c2ncc(-c3ccccc3OC)[nH]2)c1 (stereo unspecified),-29%,-2%,i,i,x,x,5.6%,x,0.1
c1ccc(C2=Nc3ccccc3OC2)cc1,-35%,-1%,i,i,-3%,-1%,u,-6%,0.2
O=C(NC1CCCCCC1)C1CCN(C(=O)Cc2ccccc2)CC1,8%,1%,i,i,4%,2%,-0.4%,3%,0.5
Cc1ccc(CNC(=O)C2CCN(S(=O)(=O)N3CC(C)CC(C)C3)CC2)cc1 (stereo unspecified),3%,-1%,i,i,9%,4%,-1.4%,5%,1.2
COc1cccc2[nH]c3c(=O)[nH]cnc3c12,8%,3%,x,i,-1%,-1%,2.0%,0%,-0.5
CCOC(=O)c1nn(-c2ccc(F)cc2)c(=O)c(C#N)c1C,17%,1%,u,i,9%,1%,-0.8%,u,-0.8
CC(C)Oc1c(Cl)cc(CNC(C)(C)CO)cc1Cl,-31%,-4%,i,i,-4%,0%,0.2%,u,-4.7
COc1ccc(Cl)cc1S(=O)(=O)N(C)CC(=O)NCc1ccccn1,-2%,5%,i,i,3%,-1%,2.2%,0%,1.2
CC(C)Oc1ccc(CC(=O)NNC(=S)Nc2ccc(Br)cc2)cc1,-20%,-25%,i,i,-7%,-8%,-0.2%,0%,-1.9
Cn1ccc(NC(=O)Nc2cccc([N+](=O)[O-])c2)n1,-2%,-12%,i,i,u,-6%,2.7%,6%,-4.5
Cc1ccc(S(=O)(=O)Nc2ccc3nc(C)sc3c2)cc1,-16%,0%,i,i,15µM*,1%,2.7%,-5%,-3.9
COc1cccc(CC2(CO)CCN(S(=O)(=O)N(C)C)CC2)c1,-19%,-7%,i,i,-5%,1%,0.2%,4%,0.9
COc1ccc(-c2csc(N(CC3CCCO3)C(=O)c3cccs3)n2)cc1 (stereo unspecified),4%,-6%,i,i,u,-9%,-0.2%,-8%,1.6
Cc1nn(C)c(C)c1S(=O)(=O)N1CCCC(C(=O)NCC2COc3ccccc3O2)C1 (stereo unspecified),-8%,7%,i,i,u,4%,2.4%,-1%,0.0
Cc1ccc(NS(=O)(=O)c2ccc(OCC(=O)NCc3cccnc3)cc2)cc1,-19%,-21%,i,i,u,-1%,0.5%,2%,0.3
Cc1ccccc1NC(=O)c1cc2c(C)nc3ccccc3c2o1,5%,-9%,i,i,u,-1%,0.0%,-6%,1.0
COc1ccc(NC(=O)c2cc(C)n(Cc3cccs3)c2C)cc1,1%,8%,i,i,u,-1%,28%,1%,-1.0
CC1(c2ccccc2Cl)NC(=O)N(CC(=O)Nc2cccnc2Cl)C1=O (stereo unspecified),2%,0%,i,i,12%,0%,0.1%,-4%,-0.4
COCCCNC(=O)c1ccc2sc([C@@H]3O[C@H](CO)[C@H](O)[C@H](O)[C@H]3O)nc2c1,4%,3%,i,i,x,x,0.1%,x,0.8
COc1ccc(CCNc2ccc(S(=O)(=O)N3CCCC3)cc2[N+](=O)[O-])cc1,-37%,-9%,i,i,u,-3%,-0.4%,-7%,-2.2
O=C(NCc1nc2ccccc2[nH]1)C1=C[C@H](c2ccc3c(c2)OCO3)C[C@H](OCc2ccc(CO)cc2)O1,-56%,u,i,i,0%,x,4.2%,2%,0.5
COC(=O)Cc1c(CSc2ccccc2)oc2ccc(O)c(CN(C)C)c12,-10%,-8%,i,i,-2%,1%,0.1%,2%,-2.6

# Going on with the list:
SMILES,HepG2 tox,TGFb SMAD3 inh,ATXN viability,Akt phos inh,Nrf2 block,MmCpn inh,Nrf2 activator,A549 tox,CCT modulator
CCOc1ccc(-n2ccnc(SCC(=O)Nc3ccc(OC)cc3OC)c2=O)cc1,-8%,u,i,i,u,-22%,4.8%,-14%,-1.2
COc1cc(OC)c(NC(=O)c2csc(C)c2)cc1Cl,6%,-1%,i,i,21%,-7%,13µM*,-3%,-0.4
O=C(OCC(=O)N1c2ccccc2Sc2ccccc21)C1CC(=O)N(Cc2ccco2)C1 (stereo unspecified),2%,-3%,i,i,x,0%,-0.8%,-1%,-1.1
O=C(Cc1cccs1)N/N=C\c1ccc(O)cc1,3%,17%,i,i,u,-1%,3.8%,10%,-0.6
C=CCNC(=S)N/N=C/c1ccc(-c2ccc(OC)cc2)o1,-39%,u,x,i,u,-2%,2.4%,u,0.8
CC(C)COC(=O)NCCOC(=O)Nc1cccc(Cl)c1,-31%,-14%,i,i,u,0%,0.0%,-15%,1.0
Cc1cc(=O)n2[nH]c(NCc3ccccc3F)nc2n1,-2%,7%,i,i,-5%,0%,0.0%,6%,0.9
CCN(CC)C(=O)C1CC(c2ccc(OC)cc2)=NO1 (stereo unspecified),-13%,0%,i,i,u,1%,0.0%,-4%,-0.7
CCOC(=O)c1c(CSc2ccccc2)oc2ccc(O)cc12,-35%,u,i,i,u,3%,-0.6%,0%,-1.6
COc1cccc2c1C(=O)C[C@]1(CCCC[C@@H]1C)O2,-17%,-11%,i,i,1%,0%,0.7%,0%,-1.1
COc1ccc(C=O)cc1CN1CCCN(Cc2ccc(Cl)cc2)S1(=O)=O,-6%,-23%,i,i,11%,0%,2.4%,-2%,0.6
C[C@@H](CO)NC(=O)[C@H]1O[C@@H](n2ccc(=O)[nH]c2=O)[C@H](O)[C@@H]1O,-29%,-18%,i,i,x,x,-0.2%,x,-1.4
COc1ccc(-c2csc3nc(C)nc(N4CCN(c5ccc(C(C)=O)cc5)CC4)c23)cc1OC,-27%,-1%,i,i,-17%,u,u,0%,-2.0
COc1ccccc1NC(=O)CCc1nc(-c2ccccc2F)no1,3%,0%,i,i,5%,-1%,4.7%,4%,0.0
COc1ccc(-c2nc3nc(C)cc(C)n3n2)cc1,-5%,0%,i,i,u,0%,22%,-3%,0.5
O=C(CSc1nnc(-c2cccnc2)o1)Nc1ccccc1Br,7%,6%,i,i,18%,-2%,0.2%,3%,0.7
N#CC1=C(Nc2ccc(Br)cc2)CCC1,-24%,2%,i,i,11%,0%,0.0%,2%,1.2
COCCCNC(=O)CC(NS(=O)(=O)c1ccc(C)cc1)c1ccc(OC)cc1 (stereo unspecified),-18%,-25%,i,i,7%,-1%,-0.7%,15%,-3.4
CCOc1ccc(CN(C)C(=O)c2ccc(NC(=O)CC3SC(N4CCCC4)=NC3=O)cc2)cc1 (stereo unspecified),0%,-2%,i,i,-18%,0%,0.4%,7%,-0.2
COc1ccc([C@H]2C[C@H](O)[C@@H](n3cc(-c4ccc(F)cc4)nn3)CN2CC2CCCCC2)cc1,2%,2%,x,i,x,x,-1.5%,x,0.0
COc1cc(OC)cc(C(=O)Nn2c(C)nc3ccccc3c2=O)c1,-8%,-11%,i,i,0%,0%,-0.6%,-5%,1.1
Cc1nnc(SCc2ccc(F)cc2Cl)s1,-4%,2%,i,i,u,-2%,3.0%,7%,1.3
Cc1cccnc1NCC(O)COc1ccccc1 (stereo unspecified),-4%,11%,i,i,-3%,0%,-0.9%,-3%,-1.6
CCc1ccc(CN(Cc2cccnc2)C(=O)/C=C/c2ccc(OC)cc2)cc1,-25%,u,u,i,-10%,0%,4.3%,2%,-2.2
CC(C)Sc1nnc(NC(=O)c2ccco2)s1,-9%,12%,i,i,u,-1%,2.2%,-4%,-1.6
CCn1cc(CN(C)S(=O)(=O)c2cccc([N+](=O)[O-])c2)cn1,2%,-1%,i,i,3%,-1%,-2.7%,-7%,-1.9
